Assay outcomes as filed in PubChem.
RXFP1 agonist = activates the human relaxin receptor RXFP1 | Q9HBX9 | hit rate 0.3% among 370,000 | HEK293T-RXFP1 cAMP TR-FRET, 30 min; response scale: percent of porcine relaxin response, buffer zero | Potency, µM (top dose mostly 57.5 µM), without a hit: top-dose activation, hits mostly activators; further: potency means the concentration at half of the fitted maximal effect; on the % scale 0 is the no-effect control and ±100 the full control effect; nearly all actives have a fitted effect of over 60% in size; many of its hits are not listed in these tables
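cAMP rise read by TR-FRET after 30 min, 37C compound exposure (up to 58 uM) in RXFP1-transfected HEK293 cells with Ro 20174 present. EC50 from Hill-equation fits, with 29 nM porcine relaxin as 100% and buffer as basal.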
D1 antagonist = human D1 dopamine receptor antagonism; HEK293 TREx D1 cells, calcium flux, dopamine EC80; active compounds read low; activity change, negative = inhibition, % at 10 µM; hit rate 3.2% among 360,000; in the data active means activity change below about -30%; further: on the % scale 0 is the no-effect control and ±100 the full control effect
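Allosteric or orthosteric antagonism assessed as attenuation of the calcium response to EC80 dopamine, added 180 s after compound, in induced HEK293 Trex D1 cells loaded with no-wash calcium dye.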
RXFP1 antag = antagonists of human relaxin receptor RXFP1 | Q9HBX9 | HEK293-RXFP1, relaxin-stimulated cAMP HTRF, 30 min; active compounds read low | activity change, negative = inhibition, % at 57.5 µM | hit rate 0.59% among 350,000 | AID 1259400;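 active means activity change of -60% or lower, but not beyond a set lower limit; inconclusive means change between -60% and -40%, or beyond the set limit; inactive means change above -40%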; further: on the % scale 0 is the no-effect control and ±100 the full control effect
TRHR ag = activates the human TRH receptor; TRHR cells, calcium flux fluo-8, FDSS agonist mode; activation, % at 2 µM; hit rate 0.18% among 360,000; AID 493084; in the data active means activation above about 30%; further: 0% is about no effect
Target sequence (P34981 whole entry, looked up): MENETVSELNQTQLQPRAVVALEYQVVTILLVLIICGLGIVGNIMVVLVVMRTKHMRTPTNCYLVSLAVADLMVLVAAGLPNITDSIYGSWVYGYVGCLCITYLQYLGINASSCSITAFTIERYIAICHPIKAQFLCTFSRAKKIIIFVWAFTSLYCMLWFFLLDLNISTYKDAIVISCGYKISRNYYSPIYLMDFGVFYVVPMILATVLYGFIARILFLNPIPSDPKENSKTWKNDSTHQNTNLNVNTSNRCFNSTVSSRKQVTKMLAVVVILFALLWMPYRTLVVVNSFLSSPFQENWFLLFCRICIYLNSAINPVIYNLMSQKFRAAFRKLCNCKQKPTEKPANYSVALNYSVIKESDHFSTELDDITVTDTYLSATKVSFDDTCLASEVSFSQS
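TRHR-expressing cells, plated overnight in medium with 10% serum, were loaded with fluo-8 calcium dye at room temperature. After a 10 s baseline, library compound was pin-added and calcium release was recorded kinetically (ex 480/em 530) as agonist response.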
D2 potentiator = D2 dopamine receptor (human) potentiation | P14416 | potentiation, % at 10 µM | AID 485347 | HEK293 T-REx D2, calcium flux, EC20 dopamine potentiation | hit rate 0.34% among 340,000;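 active means potentiation over 3 SD above the plate norm, cut at about 30% in these data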; further: 0% is about no effect
Target sequence (P14416 whole entry, looked up): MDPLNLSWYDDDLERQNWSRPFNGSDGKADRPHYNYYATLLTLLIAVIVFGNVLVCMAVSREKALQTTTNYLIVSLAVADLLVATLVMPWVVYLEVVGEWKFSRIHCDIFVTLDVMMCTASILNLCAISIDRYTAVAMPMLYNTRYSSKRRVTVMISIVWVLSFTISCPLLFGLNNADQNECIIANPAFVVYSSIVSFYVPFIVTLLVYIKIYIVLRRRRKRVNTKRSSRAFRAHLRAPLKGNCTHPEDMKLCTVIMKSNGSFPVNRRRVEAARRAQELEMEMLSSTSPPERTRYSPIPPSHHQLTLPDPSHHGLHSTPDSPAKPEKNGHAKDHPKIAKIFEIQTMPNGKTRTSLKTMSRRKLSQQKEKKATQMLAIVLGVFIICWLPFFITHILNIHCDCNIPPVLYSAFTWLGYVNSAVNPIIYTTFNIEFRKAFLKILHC
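Using a no-wash calcium dye in inducible, force-coupled HEK293 Trex cells expressing D2, we tracked fluorescence each second for 180 s after compound, then for 180 s after EC20 dopamine to detect augmented signalling.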
TRHR enhancer = TRH receptor (human) allosteric enhancement; P34981; TRHR cells, fluo-8 calcium fluorescence, EC20 TRH enhancement; enhancement, % at 2 µM; hit rate 0.66% among 360,000; AID 493056; in the data active means enhancement above about 30%; further: 0% is about no effect
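Enhancer read-out: after compound pinning and an initial kinetic agonist-mode read, an EC20 of TRH (10 nM final) was injected and fluo-8 calcium signal (Ex 480/Em 530) followed at 1 s/cycle for 100 cycles in TRHR-expressing cells.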
Anesthetic bind = candidate novel general anesthetic via apoferritin binding; Potency, µM (top dose mostly 77.5 µM), without a hit: at the top dose activity change, negative = displacement, hits mostly inhibitors; hit rate 0.074% among 350,000; apoferritin/1-aminoanthracene competitive binding, fluorescence; P02791; further: potency means the concentration at half of the fitted maximal effect; on the % scale 0 is the no-effect control and ±100 the full control effect; nearly all actives have a fitted effect of over 20% in size
Target sequence (P02791 2-175 limits assumed): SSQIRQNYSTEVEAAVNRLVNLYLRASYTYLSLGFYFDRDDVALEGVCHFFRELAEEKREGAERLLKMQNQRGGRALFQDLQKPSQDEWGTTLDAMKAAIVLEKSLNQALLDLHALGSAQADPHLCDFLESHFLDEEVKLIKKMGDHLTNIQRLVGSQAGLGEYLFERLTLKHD
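Apoferritin-based anesthetic binding model; compound displacement of fluorescent 1-AMA measured as endpoint fluorescence after 10 minutes at room temperature, scaled to free-ligand and complex controls.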
D1 potentiator = enhances dopamine response at the human D1 receptor | HEK293 TREx D1 cells, calcium flux, dopamine EC20 potentiation | potentiation, % at 10 µM | hit rate 0.036% among 360,000; in the data active means potentiation above about 30%; further: 0% is about no effect
D1 agonist = human D1 receptor agonism; activation, % at 2 µM; hit rate 1% among 360,000; HEK293 T-REx D1 cells, calcium flux, agonist mode; AID 504660; P21728; in the data active means activation above about 30%; further: 0% is about no effect
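Tetracycline-induced HEK293 TREx D1 cells, force-coupled to calcium signalling, were dye-loaded with a no-wash calcium kit. Compound was pin-added after a 10 s baseline. Fluorescence was read kinetically at 1 cycle/s for 180 s, with calcium rises flagged as agonism.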
Starred values were filed as active, the others as inactive; ? = inconclusive; nt = no result given; & = joins results of further samples; [ ] = remark or other dose. Unless noted, the call rests on the fitted dose curve; in most records, active means well fitted curve in the direction sought with a large enough effect; inconclusive means small, poorly fitted or top-dose-only effect, or another doubt; inactive means no such curve, though single readings can be large; an effect the other way counts as inactive or inconclusive. Not all compounds are listed; rates above refer to the full screens.

(1) CC(=O)NC(CSC(CC(=O)c1ccco1)c1ccc(C)cc1)C(=O)O (centres undefined)
(2) O=C(O)CCn1cc(-c2ccc(F)cc2)nc1-c1ccncc1
(3) Cc1ccc(OCCCC(=O)Nc2ccc(N3CCOCC3)cc2)c(C)c1
(4) CCOC(=O)CSc1nnc(-c2cc(OC)c(OC)c(OC)c2)o1
(5) CCOC(=O)C1=C(C)NC(=S)NC1c1ccc(OCC(=O)N2CCCCC2)cc1 (centres undefined)
(6) COc1ccc(S(=O)(=O)N2CCN(Cc3ccccc3)CC2)cc1OC
(7) COc1ccc(CN(Cc2ccco2)C(=O)COc2ccccc2OC)cc1
(8) CCN1CCN(S(=O)(=O)c2cccc3nsnc23)CC1
Compound	1	2	3	4	5	6	7	8
RXFP1 agonist	1.8%	0.6%	0.3%	1.0%	6.4%	-0.5%	-3.5%	1.1%
D1 antagonist	8	-21	12	-9	-21	-9	-11	0
RXFP1 antag	-3	nt	-7	4	-3	7	-14	-2
TRHR ag	-0.7	-0.1	0.3	0.0	-0.5	0.1	-1.0	1.3
D2 potentiator	5	nt	4	-5	18	-1	10	7
TRHR enhancer	5	3	-2	-1	-1	35*	-4	3
Anesthetic bind	-8%	nt	-4%	-5%	8%	-7%	-12%	-9%
D1 potentiator	-6	-10	-1	-6	-6	-4	0	4
D1 agonist	0	1	-1	1	2	7	2	2

(9) Cn1cc(C(=O)N2CCN(c3ccccc3)CC2)c(=O)c2cc(S(=O)(=O)N3CCCC3)ccc21
(10) CCOc1ccc(S(=O)(=O)NCc2ccc3c(c2)OCO3)cc1
(11) COc1ccc(N2CC(C(=O)N3CCN(c4ccccc4F)CC3)CC2=O)cc1 (centres undefined)
(12) O=C(COC(=O)c1ccncc1)c1ccccc1
(13) O=C(NCCCN1CCCCC1)c1ccc(CS(=O)c2ccc(F)cc2)o1 (centres undefined)
(14) CNC(=S)NNC(=O)Cn1ccc(C)n1
(15) O=C(C(=O)c1cccnc1)c1cccnc1
(16) CCS(=O)(=O)Nc1ccc(-c2nnc(SCC(=O)OC)o2)cc1
Compound	9	10	11	12	13	14	15	16
RXFP1 agonist	2.0%&3.8%	0.4%	-1.4%	-1.9%	2.4%	-1.2%	-2.0%	2.5%
D1 antagonist	3&-1	-6	-9	2	19	-18	0	3
RXFP1 antag	7&-13	7	-7	-14	5	18	-2	-17
TRHR ag	0.2&1.7	-0.2	-0.9	-0.8	0.3	0.2	0.8	0.7
D2 potentiator	2&3	-3	-2	-3	-4	22	-6	-3
TRHR enhancer	-1&14	1	-1	0	1	-1	-2	6
Anesthetic bind	-14%&-17%	?	0%	-6%	1%	-7%	6%	-15%
D1 potentiator	0&1	-4	nt	-4	-9	-3	-11	-1
D1 agonist	2&2	7	3	3	3	1	3	2

(17) Cc1ccc(NC(=O)CCNC(=O)c2ccc([N+](=O)[O-])cc2)cc1S(=O)(=O)N1CCOCC1
(18) CN(C)CCN(C(=O)c1ccccc1Cl)c1nc2c(Cl)cccc2s1
(19) CC(c1ccccc1)n1c(-c2ccncc2)n[nH]c1=S (centres undefined)
(20) O=C(Nc1ccc2c(c1)OCO2)N1CCN(c2ncccn2)CC1
(21) CCOC(=O)C1CCN(CCC(=O)Nc2ccccc2)CC1
(22) COc1ccc(OCC(=O)Nc2ccccc2OC(F)F)cc1
(23) COc1ccc(NC(=O)CSc2nnc(C3CC3)n2-c2ccccc2)cc1
(24) N#CNC(=Nc1ccccc1F)SCc1ccc(C(=O)O)cc1
Compound	17	18	19	20	21	22	23	24
RXFP1 agonist	-2.3%	0.1%	8.5%	2.1%	-1.3%	0.0%	0.8%	-2.7%
D1 antagonist	4	-3	11	4	6	-12	-11	-8
RXFP1 antag	-4	nt	-8	-3	-2	2	1	-6
TRHR ag	-0.1	1.2	0.2	0.4	-0.5	0.4	-1.9	1.0
D2 potentiator	3	-29	-3	3	-3	12	-2	0
TRHR enhancer	8	-5	8	6	6	3	-5	-3
Anesthetic bind	nt	-14%	4%	-10%	3%	-8%	-15%	-3%
D1 potentiator	4	-10	6	1	0	1	-1	3
D1 agonist	0	4	1	2	2	3	2	0

(25) CCc1noc(C)c1C(=O)N1CCCSC1=Nc1ccccc1Cl
(26) CCN1CCN(c2ccc(S(=O)(=O)N3CCCCC3)cc2NC(=O)c2sccc2C)CC1
(27) CN(C)CCN1C(=O)C(=O)/C(=C(/O)c2ccc(F)cc2)C1c1ccccc1F (centres undefined)
(28) CCn1c(=O)c2c3c(sc2n2c(=S)[nH]nc12)CCC3
(29) Cn1ncc2c(Nc3cccc([N+](=O)[O-])c3)ncnc21
(30) CCOc1ccccc1N(C(=O)Cn1nnnc1-c1ccc(C)o1)C(CC)C(=O)NC(C)(C)C (centres undefined)
(31) O=C(Cn1ncc2c(Cl)cccc21)NCc1cccc(F)c1
(32) CCOC(=O)c1nnn2c1nc(N1CCN(c3ccccc3)CC1)c1ccccc12
Compound	25	26	27	28	29	30	31	32
RXFP1 agonist	0.3%	1.1%	0.3%	0.3%	4.8%	-1.1%	1.3%	3.2%
D1 antagonist	10	-3	-10	-16	6	-1	-81*	-35*
RXFP1 antag	3	-27	14	-2	10	13	-5	-3
TRHR ag	0.3	0.0	0.7	0.2	0.6	0.4	-1.1	-0.6
D2 potentiator	-23	4	-4	11	4	15	3	1
TRHR enhancer	0	3	-5	-2	-11	-1	4	-7
Anesthetic bind	nt	nt	-9%	4%	-8%	-14%	-1%	35%[activator]
D1 potentiator	0	-7	0	-7	-16	4	-4	-4
D1 agonist	0	6	3	0	1	1	0	-1

(33) COc1ccccc1N1CCN(C(=O)c2cc(-c3ccccc3)on2)CC1
(34) O=C(CCN1C(=O)c2ccccc2C1=O)Nc1ccccc1C(F)(F)F
(35) CCOC(=O)[C@@H]1[C@H]2COc3ccccc3[C@@H]2N2C(=O)N(c3ccc(OC)cc3)C(=O)[C@@]12C
(36) CSCCC(NC(=O)CCC(=O)OCC(=O)[C@@]1(O)CCC2[C@@H]3CCC4=CC(=O)C=C[C@]4(C)C3[C@@H](O)C[C@@]21C)C(=O)O (some centres undefined)
(37) Cn1c(CSCCOc2ccccc2)n[nH]c1=S
(38) CCCCNC(=O)c1cc(C)no1
(39) CCOc1ccc(NS(=O)(=O)c2ccc(OCC(=O)NCCCOC)cc2)cc1
(40) O=C(/C=C/c1ccco1)Nc1cccc(-c2nc3ccccc3[nH]2)c1
Compound	33	34	35	36	37	38	39	40
RXFP1 agonist	4.5%	2.8%	-0.1%	1.7%	3.1%	-0.3%	-1.0%	0.9%
D1 antagonist	21	-1	0	11	4	-18	-7	17
RXFP1 antag	-10	7	nt	-4	-29	-1	-7	-5
TRHR ag	-0.1	0.4	-0.6	0.1	-1.5	-0.2	0.1	-0.2
D2 potentiator	nt	9	-7	2	-4	-1	-9	19
TRHR enhancer	-1	-1	-1	-3	3	4	-1	6
Anesthetic bind	?	-9%	-4%	4%	-11%	-5%	-7%	-21%
D1 potentiator	-10	0	-6	0	-6	-2	1	-1
D1 agonist	1	0	2	1	6	-4	3	0

(41) COc1cc(/C=C\C(=O)Nc2cc(=O)n(C)c(=O)n2C)cc(OC)c1OC
(42) Cc1cc2c(cc1C)NC(c1ccccn1)C1=C(CC(C)(C)CC1=O)N2 (centres undefined)
(43) COc1ccc(CN(CC(=O)NC2CCCC2)C(=O)c2csnn2)cc1
(44) O=C(NC1CCC(NC(=O)C2CCCO2)CC1)C1CCCO1 (centres undefined)
(45) Cc1ccc2cc(CN(CCO)Cc3nnnn3Cc3ccc(F)cc3)c(=O)[nH]c2c1
(46) CCOC(=O)c1c(C)[nH]c(C)c1S(=O)(=O)N1CCCC(C(=O)NCc2cccc(C)c2)C1 (centres undefined)
(47) CCOc1ccccc1N(CC)C(=O)c1ccc2c(=O)n3c(nc2c1)CCCCC3
(48) O=C1C2CC=CCC2C(=O)N1c1nc2n(n1)C(c1ccccc1)CC(c1ccccc1)N2 (centres undefined)
Compound	41	42	43	44	45	46	47	48
RXFP1 agonist	19%	-2.3%	0.2%	0.4%	-1.2%	-2.8%	-0.5%&-6.0%	-0.3%
D1 antagonist	-2	7	-49*	10	14	-4	30&19	1
RXFP1 antag	2	-12	-6	nt	-10	-2	-20&-12	-2
TRHR ag	-0.4	-0.2	0.4	0.2	-0.7	-0.1	-0.2&-1.1	1.5
D2 potentiator	0	nt	nt	5	nt	0	-1&7	2
TRHR enhancer	0	-6	-9	2	8	7	4&4	3
Anesthetic bind	-16%	6%	-12%	13%	151%[activator]	-1%	?	?
D1 potentiator	4	4	-13	-2	3	6	-5&-3	-2
D1 agonist	2	1	1	0	0	1	0&0	5

(49) COc1ccc(CCNCC(=O)Nc2ccc(C)c(Br)c2)cc1OC
(50) O=C(COc1ccc(Cl)cc1)Nc1nnc(S(=O)(=O)N2CCc3ccccc32)s1
(51) Cc1ccc(C(=O)C2CCN(CC(=O)NCc3ccc(F)cc3)CC2)cc1
(52) CCOc1ccc(NCc2cccn2-c2nnc(N3CCC(C(=O)NCCc4ccc(OC)c(OC)c4)CC3)s2)cc1
Compound	49	50	51	52
RXFP1 agonist	-0.7%	-3.7%	2.4%	-2.0%
D1 antagonist	-1	4	1	-31*
RXFP1 antag	-10	-29	-15	-2
TRHR ag	-0.4	-0.5	0.4	0.6
D2 potentiator	9	-1	-28	2
TRHR enhancer	-4	-4	1	-2
Anesthetic bind	-19%	-6%	-12%	132%[activator]
D1 potentiator	-3	0	-9	-3
D1 agonist	27	-1	3	7
